G9a block – qHTS Assay for Inhibitors of Histone Lysine Methyltransferase G9a | Histone-lysine N-methyltransferase EHMT2 (Homo sapiens), Q96KQ7 | G9a H3K9 monomethylation, AlphaScreen, 2 h | Potency, µM (highest dose often 102 µM), for the others: top-dose activity, negative = inhibition, usual class: inhibitors | 350,000 compounds, 8.8% hits | AID 504332, 2011; also: potency is read from the fitted curve at half-maximal effect; % is scaled to controls: 0 for no effect and ±100 for the full control effect; nearly all actives have a fitted effect of over 75% in size
Target sequence (Q96KQ7 913-1193 limits assumed): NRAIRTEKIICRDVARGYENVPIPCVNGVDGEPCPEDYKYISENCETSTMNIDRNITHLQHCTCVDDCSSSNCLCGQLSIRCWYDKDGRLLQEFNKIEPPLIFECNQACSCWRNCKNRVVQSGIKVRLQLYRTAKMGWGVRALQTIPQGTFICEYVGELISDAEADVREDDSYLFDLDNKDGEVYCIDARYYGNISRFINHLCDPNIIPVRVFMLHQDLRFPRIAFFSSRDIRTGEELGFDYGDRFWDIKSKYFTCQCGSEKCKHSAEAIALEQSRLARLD
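Step 1: enzyme (final 20 nM) with compound, 15 min RT. Step 2: substrate peptide 500 nM and SAM 20 uM, 2 h RT. Step 3: anti-H3K9me1 antibody and AlphaScreen beads, 10 min, then plate read.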
HP1b binding inh – HTS for Inhibitors of HP1-beta Chromodomain Interactions with Methylated Histone Tails. Potency, µM (doses to about 114 µM), for the others: at the top dose activity change, negative = inhibition, actives largely listed as inhibitors. 390,000 compounds, 0.56% hits. AlphaScreen HP1-beta / biotin-H3K9me3 peptide binding. Chromobox protein homolog 1 (Homo sapiens), P83916; also: potency is read from the fitted curve at half-maximal effect; nearly all actives have a fitted effect of over 70% in size; inactives centre near 23
Target sequence (P83916 whole entry, looked up): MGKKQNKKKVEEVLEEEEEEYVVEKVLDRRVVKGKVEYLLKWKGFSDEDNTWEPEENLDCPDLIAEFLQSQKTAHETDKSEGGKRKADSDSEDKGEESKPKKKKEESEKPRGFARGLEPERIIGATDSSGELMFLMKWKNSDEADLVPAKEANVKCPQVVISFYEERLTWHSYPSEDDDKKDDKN
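AlphaScreen: HP1-beta (50 nM) preformed 30 min with biotin-H3(1-18)K9me3 peptide (50 nM) in PBS pH 7.4, 0.01% Tween-20. Compound added for 30 min at RT, then streptavidin donor/nickel chelate acceptor beads (10 ug/mL) for 30 min.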
GLS inh – qHTS for Inhibitors of Glutaminase (GLS). Potency, µM (top dose mostly 45.5 µM), for the others: at the highest dose activity change, negative = inhibition, most hits filed as inhibitors. GLS enzymatic activity, qHTS titration. AID 624170, 2012. 410,000 compounds, 0.21% hits. Glutaminase kidney isoform, mitochondrial (Homo sapiens), O94925; also: potency is read from the fitted curve at half-maximal effect; % is scaled to controls: 0 for no effect and ±100 for the full control effect
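hKGA; 45 mM KH2PO4 pH 8.2 + 0.02% Tween-20; cpd via pin tool; 1 mM Gln soln; GluOx/HRP/Amplex Red; RT 30 min; fluor. t0 & final.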
ERG-DNA inh – qHTS for Small Molecule Inhibitors of the ERG Ets/DNA interaction; fluorescence polarization, His-ERG Ets domain / labelled DNA; Potency, µM (doses to about 76.9 µM), for inactives: top-dose FP activity, negative = inhibition, actives largely listed as inhibitors; Transcriptional regulator ERG (Homo sapiens), P11308; 370,000 compounds, 0.028% hits; active = well fitted inhibition curve with a large enough effect in the polarisation, with a control signal flat; inconclusive = small, poorly fitted or top-dose-only effect, or effect the other way, or a change in a side signal; inactive = no such curve, though single readings can be large or run the other way; the % refers to the polarisation;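 also: polarization taken with two DNA probes labelled with fluorescein and Texas red; potency is read from the fitted curve at half-maximal effect; % of control where 0% means no effect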
Target sequence (P11308 whole entry, looked up, the tested form may be a part): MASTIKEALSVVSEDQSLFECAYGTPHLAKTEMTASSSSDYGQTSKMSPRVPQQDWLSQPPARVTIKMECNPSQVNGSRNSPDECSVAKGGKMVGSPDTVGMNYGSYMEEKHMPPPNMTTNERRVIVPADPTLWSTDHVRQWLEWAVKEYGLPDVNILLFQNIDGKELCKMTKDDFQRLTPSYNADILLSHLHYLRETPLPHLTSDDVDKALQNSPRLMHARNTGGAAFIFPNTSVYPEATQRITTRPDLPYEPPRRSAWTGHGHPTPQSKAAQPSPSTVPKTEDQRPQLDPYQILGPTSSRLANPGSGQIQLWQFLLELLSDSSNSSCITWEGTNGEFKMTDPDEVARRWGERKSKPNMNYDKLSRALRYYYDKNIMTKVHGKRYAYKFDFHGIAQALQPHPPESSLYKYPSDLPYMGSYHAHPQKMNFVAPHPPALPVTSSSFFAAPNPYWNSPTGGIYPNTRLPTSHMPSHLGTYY
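His-tagged ERG Ets domain (1 uM in the protein solution; 300mM KCl, 50mM Tris-HCl, 1mM EDTA, 1mM DTT, pH 7.5) received compound, then a probe mix of 5 nM fluorescein-DNA and 100nM Texas-615-DNA. Fluorescence polarization was read for both dyes.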
RGS4 inhibitor – Inhibitors of Regulator of G Protein Signaling (RGS) 4: qHTS | 390,000 compounds, 0.039% hits | Transcreener GDP fluorescence polarization, RGS4-accelerated GTP hydrolysis | Regulator of G-protein signaling 4 (Homo sapiens), P49798 | Potency, µM (series often up to 114 µM), for inactives: top-dose activity change, negative = inhibition, usual class: inhibitors; also: potency is read from the fitted curve at half-maximal effect; % is scaled to controls: 0 for no effect and ±100 for the full control effect; nearly all actives have a fitted effect of over 75% in size; some results filed as inactive show a strong effect at the top dose
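MLSMR compounds (23 nl, pin-transferred) preincubated 10 min at room temperature with a 500nM (2x) first reagent, then RGS4 at 900nM (2x) plus Transcreener GDP mix added; fluorescence polarization (620/688 nm) read before and after 90 min at 30 °C.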
JMJD2A Tudor inh – qHTS Assay for Inhibitors of JMJD2A-Tudor Domain; Lysine-specific demethylase 4A (Homo sapiens), O75164; AlphaScreen JMJD2A-Tudor / H3K4me3 peptide binding; Potency, µM (doses to about 114 µM), for the others: at the top dose activity change, negative = inhibition, most hits filed as inhibitors; 390,000 compounds, 4.4% hits; also: potency is read from the fitted curve at half-maximal effect; % is scaled to controls: 0 for no effect and ±100 for the full control effect; nearly all actives have a fitted effect of over 50% in size
ALOX12 inh – Primary qHTS assay for inhibitors of human arachidonate 12S-lipoxygenase (ALOX12): Round 2; Polyunsaturated fatty acid lipoxygenase ALOX12 (Homo sapiens), P18054; purified 12hLO, xylenol orange hydroperoxide absorbance; Potency, µM (series often up to 108 µM), without a hit: at the highest dose activity change, negative = inhibition, actives largely listed as inhibitors; 580,000 compounds, 1.1% hits; also: potency is read from the fitted curve at half-maximal effect; % is scaled to controls: 0 for no effect and ±100 for the full control effect
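Purified human 12hLO (150 nM final) in 25 mM Hepes, 0.01% Triton X-100, pH 7.0 was preincubated 15 min at room temperature with compound. Then 40 uM arachidonic acid was added, 30 min. Hydroperoxide was read by Fe-XO absorbance ratio 573/405 nm.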
BAZ2B block – qHTS Assay for Inhibitors of BAZ2B; 360,000 compounds, 4.4% hits; AlphaScreen BAZ2B-H3K14Ac peptide displacement; Potency, µM (highest dose often 114 µM), for the others: top-dose activity change, negative = inhibition, most hits filed as inhibitors; Bromodomain adjacent to zinc finger domain protein 2B (Homo sapiens), Q9UIF8; also: potency is read from the fitted curve at half-maximal effect; % is scaled to controls: 0 for no effect and ±100 for the full control effect; nearly all actives have a fitted effect of over 60% in size
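Compounds, titrated to a top concentration of 110 uM, were incubated 30 min at room temperature with preformed BAZ2B/acetyl-K14 H3 peptide complex (50 nM each). Proximity signal was measured by AlphaScreen after 20 min with beads.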
PI4K2A inh – qHTS for small molecular inhibitors of PI4K2A | purified PI4K2A, ADP-Glo luminescence, 1 h; active compounds read low | activity change, negative = inhibition, % at 76.9 µM | 420,000 compounds, 0.13% hits; in the data active = activity change below about -50%; inconclusive = mostly about -30% to -49%;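 also: -100% = wells without enzyme as full effect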
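In this quantitative HTS, ADP production by PI4K2A was quantified luminescently after 1 h at ambient temperature; 100 microM adenosine served as plate-quality control.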
The depositor's hits bear a star; i = inactive; ? = inconclusive; · = no result given; & = joins results of further samples; [ ] = another dose, or the depositor's remark. Unless noted, calls follow the shape of the dose curve; as a rule, active = well fitted curve in the direction sought with a large enough effect; inconclusive = small, poorly fitted or top-dose-only effect, or another doubt; inactive = no such curve, though single readings can be large; an effect the other way counts as inactive or inconclusive. An excerpt (hit frequency here may not be typical).

SMILES	G9a block	HP1b binding inh	GLS inh	ERG-DNA inh	RGS4 inhibitor	JMJD2A Tudor inh	ALOX12 inh	BAZ2B block	PI4K2A inh
CN(C(=O)C1CCN(S(=O)(=O)c2cccs2)CC1)c1ccccc1	10%	23%	2%	6%	13%	-21%	24%	-5%	-1
OC(CNC1CCCc2ccccc21)COc1ccc2ccccc2c1 (stereo not drawn)	10µM*	?	0%	-3%	17%	-100%	?	?	-1
CCCN1C(=O)/C(=C\C=C2\N(CC)c3ccccc3C2(C)C)SC1=S	·	?	-1%	73%[activator]	-24%	8.9µM*	-17%	3.5µM*	3
O=C(CN1C(=O)COc2ccc(Cl)cc21)Nc1ccccn1	36%	38%	2%	-2%	-25%	-17%	7%	-1%	0
CCCOc1ccc2c3c(c(=O)oc2c1OCCC)CCC3	84%[activator]	69%[activator]	1%	-3%	-2%	32%	3%	22%	7
Cc1ccc(NC(=O)CCC(=O)c2ccc(Cl)s2)nc1	23%[12.7 µM]	17%	-4%	1%	-6%	-30%	?	56µM*	-6
Cc1noc(C)c1COC(=O)C1CCN(S(=O)(=O)c2ccc(F)cc2)CC1	16%[12.7 µM]	24%	-8%	26%	-36%	-2%	i	-2%	1
COc1ccc(CNC(=O)COC(=O)c2ccc(Br)cc2)cc1	-28%	30%	5%	14%	31%	-4%	5%	-13%	-7
O=C(CN(Cc1ccccc1)C1=NCCS1)c1ccc(Cl)cc1	45µM*	62%[activator]	5%	6%	14%[11.4 µM]	16%	?	0%	-3
CN1/C(=C/C(=O)COC(=O)C2COc3ccccc3O2)C(C)(C)c2ccccc21 (stereo not drawn)	·	47%[activator]	-18%	4%	3%	-8%	-25%	·	1
Cc1nnc(Nc2ccc(Cl)cc2)n(N)c1=O	0%[12.7 µM]	40%[activator]	7%	-14%	11%[56.9 µM]	5%[57.1 µM]	-10%	0%	-11
S=C1NCCC12C(=S)Nc1ccccc12 (stereo not drawn)	·	34%	8%	-9%	-8%	-10%	-1%	·	-2
COC(=O)C1CCN(c2cc(=O)n(-c3ccccc3Cl)c(=O)[nH]2)CC1	-12%[12.7 µM]	19%	0%	-10%	-25%	-3%	-22%	6%	1
O=C(Nc1ccc(O)c(C(=O)O)c1)c1cccc(NC(=O)c2ccco2)c1	?	29%	11%	1%	-32%	-32%	-15%	7%	-6
CCCCOC(=O)C[N+](C)(C)CCOC1CC2CCC1(C)C2(C)C (stereo not drawn)	5%[59 µM]	49%[activator]	0%	-5%	-5%	-10%	-1%&0%	-2%	-2
O=C(Nc1ccc(Cl)cn1)c1cccc(S(=O)(=O)N2CCCC2)c1	4%	33%	-2%	2%	-8%	-5%	10%	30%	-2
COc1ccc(C2CC3CC(c4ccccc4)N2O3)cc1 (stereo not drawn)	43%[59 µM]	30%	0%	·	6%	2%	-14%	12%	3
O=C(CC1OC(=O)c2ccccc21)Nc1cccc(S(=O)(=O)N2CCCCCC2)c1 (stereo not drawn)	?	4%	6%	-7%	7%	?	-8%	-19%	-6
CCN1CCCc2cc(CN(CCN3CCOCC3)C(=O)Nc3ccc(C)c(C)c3)ccc21	8.9µM*	?	34%[activator]	-2%	-29%	28µM*	-10%	45µM*	-1
CN(C)C(=O)CCc1ccc2c3c([nH]c2c1)[C@]1(CCc2ccccc2)[C@@H](C(=O)N2CCCCC2)C[C@H](CC(=O)NCCCn2ccnc2)C(=O)N1CC3	·	11%	8%	5%	18%	-29%	3%	·	-2
Cn1cc(C(=O)NCCN2CCN(c3cccc(Cl)c3)CC2)c2c3ccccc3n(C)c2c1=O	-37%[12.7 µM]	2%	-4%	-18%	-11%	-6%	-17%	8%	-5
N=c1sccn1CC(=O)Nc1ccc(S(N)(=O)=O)cc1	1%	44%[activator]	8%	0%	-20%	-1%	7%	-3%	5
CCOc1ccccc1CNC(=O)c1ccc2nc(Cc3ccc(OC)cc3)oc2c1	5%[59 µM]	20%[57 µM]	4%	5%	8%	-9%	-19%	2%	2
Cc1[nH]n(-c2cccc(Cl)c2)c(=O)c1C=NC12CN3CN(CN(C3)C1)C2	62%[activator][59 µM]	20%	3%	0%	1%[11.4 µM]	-3%[57.1 µM]	0%	-35%	-3
O=C(Nc1cccc(Br)c1)N1CCC(CN2CCCCC2)CC1	-16%[59 µM]	34%	-12%	-4%	1%	-4%	-14%	3%	5
O=c1c2ccccc2nc(N2CCN(c3cccc(Cl)c3)CC2)n1-c1ccccc1	0%[59 µM]	37%	2%	5%	-15%	-15%	-17%	·	9
Cc1ccc(-c2n[nH]c(=S)n2/N=C/c2sccc2C)cc1	0.63µM*	7%	-22%	-1%	-9%	-22%	?	-13%	1
COc1ccc(S(=O)(=O)c2c[nH]c(=S)[nH]c2=O)cc1Cl	79µM*	14%	-16%	29%	-34%	-32%	?	-36%	-4
CCn1ncc(Br)c1C(=O)Nc1ccc(Cl)cn1	0%[59 µM]	29%	3%	10%	3%	0%	7%	1%	-1
Cc1cc(C)cc(N(CC(=O)NCc2ccc(F)cc2)C(=O)CCC(=O)Nc2ccccn2)c1	-2%[59 µM]	8%	-1%	3%	6%	-17%	-9%	1%	-8
CCCCSc1nnc2c(n1)OC(c1ccc(Br)s1)N(C(C)=O)c1ccccc1-2 (stereo not drawn)	10µM*	16%	-6%	-2%	-36%	?	-24%	?	4
Cc1ccc(C)c(NC(=O)CCC(=O)N/N=C/c2ccc3c(c2)OCO3)c1	15%	-21%	-19%	-7%	?	?	20%	14%	0
CCn1nccc1C(=O)Nc1cc(Cl)cc(Cl)c1	?	49%[activator]	-5%	-4%	14%[11.4 µM]	7%[57.1 µM]	?	0%	1
Cc1ccc(-c2ccc(CCC(=O)O)n2-c2ccc(C(=O)O)cc2)cc1	32µM*	22%	-6%	-5%	-33%	-17%	-13%	?	-3
COc1cccc(C(=O)Nc2ccc(N3CCN(C(=O)c4ccco4)CC3)cc2)c1	-10%	-6%	2%	8%	2%	-33%	?	-12%	-1
Cc1onc(-c2ccccc2)c1C(=O)NNC(=O)c1ccccc1	-4%[2.33 µM]	40%[activator]	16%	0%	-8%	10%	-19%	10%	-1
Cc1ccc(C(=O)NCC(c2ccco2)S(=O)(=O)c2ccccc2)cc1C (stereo not drawn)	3%[59 µM]	18%[57 µM]	2%	-2%	13%	-16%	2%	-3%	-2

BAZ2B block: what is marked active above
SMILES	G9a block	HP1b binding inh	GLS inh	ERG-DNA inh	RGS4 inhibitor	JMJD2A Tudor inh	ALOX12 inh	BAZ2B block	PI4K2A inh
CCCN1C(=O)/C(=C\C=C2\N(CC)c3ccccc3C2(C)C)SC1=S	·	?	-1%	73%[activator]	-24%	8.9µM*	-17%	3.5µM*	3
Cc1ccc(NC(=O)CCC(=O)c2ccc(Cl)s2)nc1	23%[12.7 µM]	17%	-4%	1%	-6%	-30%	?	56µM*	-6
CCN1CCCc2cc(CN(CCN3CCOCC3)C(=O)Nc3ccc(C)c(C)c3)ccc21	8.9µM*	?	34%[activator]	-2%	-29%	28µM*	-10%	45µM*	-1

3 entries out of the list, ordered by molar mass, ascending.
SMILES	G9a block	HP1b binding inh	GLS inh	ERG-DNA inh	RGS4 inhibitor	JMJD2A Tudor inh	ALOX12 inh	BAZ2B block	PI4K2A inh
Cc1onc(-c2ccccc2)c1C(=O)NNC(=O)c1ccccc1	-4%[2.33 µM]	40%[activator]	16%	0%	-8%	10%	-19%	10%	-1
O=C(Nc1cccc(Br)c1)N1CCC(CN2CCCCC2)CC1	-16%[59 µM]	34%	-12%	-4%	1%	-4%	-14%	3%	5
Cc1ccc(C(=O)NCC(c2ccco2)S(=O)(=O)c2ccccc2)cc1C (stereo not drawn)	3%[59 µM]	18%[57 µM]	2%	-2%	13%	-16%	2%	-3%	-2
